From PubChem
NPSR antagonist: neuropeptide S receptor (human) antagonism, cAMP; Potency, µM (doses to about 38.3 µM), without a hit: at the highest dose activity change, negative = inhibition, most hits filed as inhibitors; hit rate 1% among 220,000; AID 1461; CHO-NPSR cells, cAMP TR-FRET, antagonist mode; also: potency is read from the fitted curve at half-maximal effect; % is scaled to controls: 0 for no effect and ±100 for the full control effect; nearly all actives have a fitted effect of over 50% in size; many of its hits are not listed in these tables
Target sequence (Q6W5P4 whole entry, looked up): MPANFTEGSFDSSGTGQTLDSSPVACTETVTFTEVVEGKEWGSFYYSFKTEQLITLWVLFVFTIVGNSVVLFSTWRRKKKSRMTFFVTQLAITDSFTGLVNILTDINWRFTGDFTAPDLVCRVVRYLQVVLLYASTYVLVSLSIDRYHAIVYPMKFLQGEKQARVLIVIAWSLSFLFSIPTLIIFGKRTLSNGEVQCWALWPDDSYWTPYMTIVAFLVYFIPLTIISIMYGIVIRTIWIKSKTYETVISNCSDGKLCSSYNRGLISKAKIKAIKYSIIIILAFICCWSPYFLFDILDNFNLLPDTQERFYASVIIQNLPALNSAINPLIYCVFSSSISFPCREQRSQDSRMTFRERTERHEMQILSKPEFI
CBFb-RUNX1 inh: inhibitors of human CBF-beta and RUNX1 interaction; 230,000 tested, under 10 active; AlphaScreen CBFb-His/RUNX1-biotin binding, biochemical; Potency, µM (titrated, usually from 59.8 µM), for the others: at the top dose activity, negative = inhibition, usual class: inhibitors; also: % of control where 0% means no effect
Target sequence (Q01196 whole entry, looked up): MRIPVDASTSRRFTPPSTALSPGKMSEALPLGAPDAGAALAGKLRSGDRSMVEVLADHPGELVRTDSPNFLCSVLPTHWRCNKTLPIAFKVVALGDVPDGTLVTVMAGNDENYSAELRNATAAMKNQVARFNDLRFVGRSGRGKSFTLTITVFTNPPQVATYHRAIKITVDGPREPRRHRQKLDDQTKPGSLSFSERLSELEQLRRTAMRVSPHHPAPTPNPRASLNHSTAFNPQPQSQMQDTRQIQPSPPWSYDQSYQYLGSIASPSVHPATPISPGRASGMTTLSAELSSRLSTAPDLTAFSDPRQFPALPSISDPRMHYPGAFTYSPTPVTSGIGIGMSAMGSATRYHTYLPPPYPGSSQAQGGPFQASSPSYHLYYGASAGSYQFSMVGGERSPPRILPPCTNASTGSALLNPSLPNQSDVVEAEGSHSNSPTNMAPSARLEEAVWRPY
Target sequence (Q13951 whole entry, looked up): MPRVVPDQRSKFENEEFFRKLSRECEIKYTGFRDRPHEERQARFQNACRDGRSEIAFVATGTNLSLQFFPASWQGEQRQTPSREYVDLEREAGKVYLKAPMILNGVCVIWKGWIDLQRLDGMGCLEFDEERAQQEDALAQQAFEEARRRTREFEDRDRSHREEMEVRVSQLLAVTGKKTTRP
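Proteins preincubated together for 20 min at RT before compound addition; 15 min later, nickel and streptavidin beads were added and left 90 min prior to AlphaScreen measurement.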
Epigenetic reg: regulators of epigenetic silencing causing reporter derepression in mouse cells | hit rate 0.2% among 280,000 | murine LDR cells, GFP reporter derepression, 30 h | Potency, µM (doses to about 53.9 µM), for inactives: at the top dose GFP activation, hits mostly activators; also: potency is read from the fitted curve at half-maximal effect; % of control where 0% means no effect; nearly all actives have a fitted effect of over 60% in size
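Murine LDR cells bearing a silenced CMV-driven GFP reporter were exposed to compound for 30 h at 37 C. After PBS washes, GFP-positive cells (20-120 um objects) counted by laser-scanning microplate cytometry.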
Luc counter: counter-screen: inhibitors of Kinase-Glo firefly luciferase | Kinase-Glo luciferase, ATP luminescence, 8 min | Potency, µM (titrated, usually from 38.3 µM), for the others: at the highest dose activity change, negative = inhibition, usual class: inhibitors | hit rate 0.28% among 200,000 | AID 1379; also: potency is read from the fitted curve at half-maximal effect; % is scaled to controls: 0 for no effect and ±100 for the full control effect; nearly all actives have a fitted effect of over 60% in size
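Substrate mix (final 50 mM imidazole pH 7.2, 50 mM KCl, 7 mM MgCl2, 10 uM ATP, 0.01% Tween 20, 0.05% BSA) plus pin-tool compound, then Kinase-Glo detection mix; 8 min ambient, luminescence read.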
IMPase Li cell: IMPase inhibition in cells with lithium potentiation; CHO-M1 cells, IP1 TR-FRET (IP-One), carbachol + lithium; Potency, µM (titrated, usually from 59.4 µM), without a hit: top-dose activity, negative = IMPase inhibition, most hits filed as inhibitors; hit rate 0.35% among 210,000; AID 1457;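 also: IP1 builds up when IMPase is blocked and the TR-FRET signal falls; potency is read from the fitted curve at half-maximal effect; plate controls were basal vehicle for no effect and high inhibitor control for full effect; nearly all actives have a fitted effect of over 50% in size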
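IP1 accumulation measured by competitive TR-FRET in lysed CHO-M1 cells after 30 min compound exposure at 37C, with a small lithium addition to potentiate weak responses. Hill-equation AC50 from ratio and donor-channel data.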
GLA spleen mod: alpha-galactosidase A (human) modulation | P06280 | human spleen homogenate, 4MU-alpha-Gal fluorescence, 40 min | AID 2107 | Potency, µM (doses to about 80 µM), for the others: at the top dose activity change, negative = inhibition, most hits filed as inhibitors | hit rate 0.008% among 240,000;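 also: potency is read from the fitted curve at half-maximal effect; 0% = enzyme with vehicle and -100% = no enzyme basal signal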
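Human spleen homogenate (1 ug) as enzyme source, 4-methylumbelliferyl-alpha-D-galactopyranoside 1 mM final, citrate/phosphate pH 5.0 with 0.01% Tween-20. Compounds 40 min at 37C, NaOH/glycine stop; fluorescence Ex 365/Em 440, Hill-fit AC50.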
LMNA splice mod: LMNA splicing modulation; HeLa LMNA splicing GFP/RFP minigene ratio, 48 h; hit rate 0.01% among 200,000; Potency, µM (titrated, usually from 46.1 µM), without a hit: top-dose ratio change, negative = inhibition, usual class: inhibitors; AID 1487; active = well fitted inhibition curve with a large enough effect in the signal ratio, with a control signal flat, not every such curve was filed as active; inconclusive = small, poorly fitted or top-dose-only effect, or effect the other way, or a change in a side signal; the % refers to the signal ratio; also: potency is read from the fitted curve at half-maximal effect; % is scaled to controls: 0 for no effect and ±100 for the full control effect
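Read-out is the ratio of GFP to DsRed2 object intensity, acquired by 488 nm laser-scanning cytometry on HeLa lamin A-EGFP minigene reporter cells. Compound incubation 48 hrs at 37 °C in Opti-MEM with 2% FBS; DMSO 0.5% final.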
* hit, by the source's call; ? = inconclusive; . = no result given; [ ] = dose if it differs, or a comment. Unless noted, calls follow the shape of the dose curve; as a rule, active = well fitted curve in the direction sought with a large enough effect; inconclusive = small, poorly fitted or top-dose-only effect, or another doubt; inactive = no such curve, though single readings can be large; an effect the other way counts as inactive or inconclusive.

SMILES	NPSR antagonist	CBFb-RUNX1 inh	Epigenetic reg	Luc counter	IMPase Li cell	GLA spleen mod	LMNA splice mod
O=C(NCCOC(=O)c1cccs1)c1cccnc1	-14%[46.1 µM]	-2%	-1.8%	-3%	-3%[38.3 µM]	-5%	?
Oc1[nH]c2ccccc2c1C1=NCCCCC1	-7%	-11%	0.1%	-2%	10%	-16%	?
CCOc1ccc(N(CC(=O)Nc2ccccc2C)S(=O)(=O)c2c(C)[nH]c(=O)[nH]c2=O)cc1	14%	4%	1.9%	.	.	2%	.
COc1ccc(C(=O)CSc2nnc(-c3ccco3)n2CC2CCCO2)cc1 (centres undefined)	-13%[46.1 µM]	5%	0.2%	1%	-1%[38.3 µM]	11%	9%
O=C(NNc1c(Cl)cc(Cl)cc1Cl)c1cccc([N+](=O)[O-])c1	-11%	-27%	-1.1%	-1%	11%	-1%	?
O=C(NCc1ccccn1)C1CCN(S(=O)(=O)c2cc(Cl)ccc2Cl)CC1	-23%	-10%	0.8%	-3%	3%	0%	.
N#Cc1ccccc1NC(=O)CNc1ccc(Cl)c(C(F)(F)F)c1	-10%[46.1 µM]	-11%	6.0%	.	.	3%	-14%
O=C(COC(=O)CNC(=O)c1ccc2c(c1)OCO2)Nc1ncc(Cl)cc1Cl	9%	0%	-0.4%	-2%	5%	-5%	?
CC(C)=NO[C@@H](C)c1cn([C@@H]2COC[C@@H]2O)nn1	.	9%[13.1 µM]	0.0%[10.1 µM]	.	.	8%[17.5 µM]	.
CCc1ccc(OCC(=O)NNC(=O)c2nn(CC)c(=O)c3ccccc23)cc1	-2%	-2%	-0.3%	-1%	-1%	-10%	.
C=CCSc1nc(N)c(C(=O)Nc2ccccc2OC)cc1C(=O)Nc1ccccc1	-13%[46.1 µM]	0%	1.5%	-1%	19%[38.3 µM]	13%	4%
O=c1[nH]nc(Cc2ccc(-c3ccccc3Cl)o2)c2ccccc12	-6%[46.1 µM]	-1%	5.5%	3%	24%[38.3 µM]	-4%	-1%
Cc1cccc(C)c1OCCNC(=O)OCc1ccccc1	-6%	14%	2.6%	-2%	7%	-1%	?
CCCc1ncc(C(=O)c2ccc(OC)cc2)n1C	-21%[46.1 µM]	5%	0.0%	6%	-4%[38.3 µM]	5%	-16%
Cc1ccc(C)c(NC(NC(=O)c2cccnc2)C(Cl)(Cl)Cl)c1 (centres undefined)	-24%[46.1 µM]	-7%	4.2%	-5%	1%[38.3 µM]	1%	-2%
Cc1cc(C)c(NC(=S)N(CCN2CCCCC2)Cc2ccco2)c(C)c1	-5%	4%	-0.1%	0%	9%	-1%	.
COc1ccc(NS(=O)(=O)c2cc(NC(=O)/C=C/c3cc(OC)ccc3OC)ccc2N2CCCCC2)cc1	-2%	-1%	-1.3%	0%	-4%	3%	2%
COC(=O)c1ccc(NC(=O)C2CCCN(S(C)(=O)=O)C2)cc1 (centres undefined)	8%	3%	2.1%	-1%	2%	-6%	-2%[9.22 µM]
COc1ccc(NC(=O)c2ccc(S(=O)(=O)N(C)C)cc2)cc1OC	-5%[46.1 µM]	4%	-0.9%	-2%	-6%[38.3 µM]	7%	-2%
Clc1ccc(CN2C3=NCCN3c3ccccc32)cc1	7%[46.1 µM]	7%	-1.1%	0%	18%[38.3 µM]	-3%	-2%
O=C(CN1CCN(c2ccccc2F)CC1)c1c[nH]c2ccccc12	-4%[46.1 µM]	1%	-1.1%	-2%	2%[38.3 µM]	9%	-1%
CN1CCC2(CCN3CCc4c(oc5ccccc45)C3C2)N(C)C1=O (centres undefined)	-13%[46.1 µM]	-1%	-0.2%	-1%	5%	-18%	-29%
CCCCCCCNC(=O)C1CC(=O)N(C)C(=Nc2ccc(OC)cc2)S1 (centres undefined)	-44%	12%	-1.9%	4%	7%	-2%	?
CCN1CCN(C(=O)c2cn(CC)c3ccc(S(=O)(=O)N(C)C)cc3c2=O)CC1	-2%[46.1 µM]	-9%	-1.0%	0%	6%	1%	-7%
CN1CCN(c2ccc(S(=O)(=O)N3CCCCC3)cc2NC(=O)c2ccc(F)cc2F)CC1	-4%	-4%	-0.3%	-2%	5%	6%	10%
CCN(CC)CCN(Cc1cc2cc3c(cc2[nH]c1=O)OCO3)C(=S)NCc1ccco1	6%	-2%	0.0%	-1%	22%	-9%	.
O=C(c1ccccc1)N(Cc1ccco1)C1CCS(=O)(=O)C1 (centres undefined)	0%[46.1 µM]	2%	-1.1%	2%	-4%[38.3 µM]	2%	14%
CCOc1ccc(S(=O)(=O)N2CCOCC2)cc1[N+](=O)[O-]	13%	8%	-1.6%	-1%	6%	-6%	?
CC(C)(C)CC(C)(C)NC1=CC(=O)OC12CCCCC2	-11%[46.1 µM]	-3%	-1.5%	3%	-1%[38.3 µM]	5%	8%
COc1ccccc1N1C(=O)C2ON(c3ccccc3)C(c3ccc(N(C)C)cc3)C2C1=O (centres undefined)	-11%[46.1 µM]	-21%	1.0%	0%	3%	12%	0%

By substructure, those above containing a Cl atom
SMILES	NPSR antagonist	CBFb-RUNX1 inh	Epigenetic reg	Luc counter	IMPase Li cell	GLA spleen mod	LMNA splice mod
O=C(NNc1c(Cl)cc(Cl)cc1Cl)c1cccc([N+](=O)[O-])c1	-11%	-27%	-1.1%	-1%	11%	-1%	?
O=C(NCc1ccccn1)C1CCN(S(=O)(=O)c2cc(Cl)ccc2Cl)CC1	-23%	-10%	0.8%	-3%	3%	0%	.
N#Cc1ccccc1NC(=O)CNc1ccc(Cl)c(C(F)(F)F)c1	-10%[46.1 µM]	-11%	6.0%	.	.	3%	-14%
O=C(COC(=O)CNC(=O)c1ccc2c(c1)OCO2)Nc1ncc(Cl)cc1Cl	9%	0%	-0.4%	-2%	5%	-5%	?
O=c1[nH]nc(Cc2ccc(-c3ccccc3Cl)o2)c2ccccc12	-6%[46.1 µM]	-1%	5.5%	3%	24%[38.3 µM]	-4%	-1%
Cc1ccc(C)c(NC(NC(=O)c2cccnc2)C(Cl)(Cl)Cl)c1 (centres undefined)	-24%[46.1 µM]	-7%	4.2%	-5%	1%[38.3 µM]	1%	-2%
Clc1ccc(CN2C3=NCCN3c3ccccc32)cc1	7%[46.1 µM]	7%	-1.1%	0%	18%[38.3 µM]	-3%	-2%

(further entries)
SMILES	NPSR antagonist	CBFb-RUNX1 inh	Epigenetic reg	Luc counter	IMPase Li cell	GLA spleen mod	LMNA splice mod
O=C1NCCC/C1=N/Nc1ccc(F)cc1	-1%	-3%	0.9%	-9%	9%	-1%	-10%[9.22 µM]
O=C(Nc1cccc(NC(=O)c2sc3ccccc3c2Cl)c1)c1ccco1	11%	-4%	1.1%	-3%	3%	-6%	-25%
CCOC(=O)c1c(C)c(C(=O)NCC2CCCO2)c(C)n1C (centres undefined)	-2%[46.1 µM]	1%	0.0%	4%	-1%[38.3 µM]	-3%	8%
CCOc1ccccc1C(=O)NCc1ccco1	-11%[46.1 µM]	0%	2.4%	4%	-2%[38.3 µM]	-2%	17%
O=S(=O)(NCc1cccnc1)c1cccc2nsnc12	7%[46.1 µM]	4%	-1.1%	-4%	-4%[38.3 µM]	-5%	4%
O=C(Cn1ccc(C(F)(F)F)n1)N=Nc1c(O)[nH]c2ccc(Br)cc12	-23%	-7%	-0.2%	.	-7%	5%	.
Cc1cc(-n2c(SCc3ccccc3F)nc3n[nH]c(C)c3c2=N)ccc1Cl	-19%	-6%	2.4%	-3%	-5%	-9%	?
CCN(CC)S(=O)(=O)c1ccc(C)c(NS(=O)(=O)c2cc(/C=C/C(=O)O)cc(OC)c2OC)c1	2%	12%	1.1%	-1%	1%	-6%	-11%[46 µM]
CCOc1cc(/C=N/n2nnnc2N)ccc1OCc1c(C)no[n+]1[O-]	5%	8%	1.0%	-2%	8%	1%	5%
O=C(/C=C/c1ccc(Br)cc1)NC(=O)c1ccccc1O	-19%	14%	-0.1%	0%	8%	-6%	?
CCOc1cccc(CN2CCCC(C(=O)c3cccc(C(F)(F)F)c3)C2)c1O (centres undefined)	?	7%	-4.9%	-8%	26%	-7%	?
C=CCN1C(=O)C(CC(=O)Nc2ccc(OCC)cc2)N(Cc2ccccn2)C1=S (centres undefined)	1%	-2%	-0.1%	1%	-2%	9%	.
O=C(NCC1CCCO1)C1CCC(=O)N1Cc1ccc(F)cc1 (centres undefined)	-5%[46.1 µM]	0%	1.0%	2%	1%[38.3 µM]	-4%	13%
CC1=CC(C)(C)N2C(=O)C3(NCCc4c3[nH]c3ccccc43)c3cc(C)cc1c32 (centres undefined)	-57%	-12%	-1.7%	.	.	-15%	?
CCOC(=O)CSc1nc(N)c(C#N)c(-c2cccs2)c1C#N	?	0%	0.0%	-1%	?	-13%	-8%

An excerpt from above in order of the Epigenetic reg value, high to low.
SMILES	NPSR antagonist	CBFb-RUNX1 inh	Epigenetic reg	IMPase Li cell	GLA spleen mod	LMNA splice mod
CCOc1ccccc1C(=O)NCc1ccco1	-11%[46.1 µM]	0%	2.4%	-2%[38.3 µM]	-2%	17%
O=C(Nc1cccc(NC(=O)c2sc3ccccc3c2Cl)c1)c1ccco1	11%	-4%	1.1%	3%	-6%	-25%
O=C(NCC1CCCO1)C1CCC(=O)N1Cc1ccc(F)cc1 (centres undefined)	-5%[46.1 µM]	0%	1.0%	1%[38.3 µM]	-4%	13%

(list continues)
SMILES	NPSR antagonist	CBFb-RUNX1 inh	Epigenetic reg	Luc counter	IMPase Li cell	GLA spleen mod	LMNA splice mod
Cc1ccsc1-c1nc(C(N)=O)c2[nH]c(=O)n(-c3ccc(Cl)cc3)c2n1	-15%	1%[2.36 µM]	11%	-1%	0%	7%	?
Cc1cc(C(=O)N/N=C/c2c(C)nn(-c3ccccc3)c2C)n[nH]1	10%	-1%	-1.0%	.	.	-5%	.
CCNC(=O)/C(C#N)=C/c1c(N(Cc2ccccc2)Cc2ccccc2)nc2ccccn2c1=O	?	-15%	0.0%	4%	8%	-3%	?
Cc1ccc(NC(=S)NNC(=O)Cn2nc([N+](=O)[O-])cc2C)cc1	-22%[46.1 µM]	-1%	1.3%	-1%	-1%[38.3 µM]	-17%	7%
O=[N+]([O-])c1cc2c(cc1C=Nc1ccccc1)OCO2	-2%[46.1 µM]	-4%	2.6%	-4%	-16%[38.3 µM]	-1%	7%
COc1ccccc1NC(=O)N(CCCN1CCOCC1)Cc1cc2cc3c(cc2[nH]c1=O)OCO3	4%[46.1 µM]	6%	-0.9%	-4%	-10%[38.3 µM]	-2%	6%
Cc1cccc(C(C)C)c1NC(=O)C1CN(S(=O)(=O)c2ccccc2)CCN1S(=O)(=O)c1ccccc1 (centres undefined)	?	4%	0.0%	.	.	0%	-6%

An excerpt (hit frequency here may not be typical).
